# Luciferase inh = Photinus pyralis luciferase inhibition; 76,000 tested, 2.5% active; P08659; purified P. pyralis luciferase, luminescence, biochemical; Potency, µM (highest dose often 115 µM), inactives show at the top dose activity change, negative = inhibition, usual class: inhibitors; AID 1347043; further: potency means the concentration at half of the fitted maximal effect; nearly all actives have a fitted effect of over 65% in size
# Target sequence (P08659 whole entry, looked up): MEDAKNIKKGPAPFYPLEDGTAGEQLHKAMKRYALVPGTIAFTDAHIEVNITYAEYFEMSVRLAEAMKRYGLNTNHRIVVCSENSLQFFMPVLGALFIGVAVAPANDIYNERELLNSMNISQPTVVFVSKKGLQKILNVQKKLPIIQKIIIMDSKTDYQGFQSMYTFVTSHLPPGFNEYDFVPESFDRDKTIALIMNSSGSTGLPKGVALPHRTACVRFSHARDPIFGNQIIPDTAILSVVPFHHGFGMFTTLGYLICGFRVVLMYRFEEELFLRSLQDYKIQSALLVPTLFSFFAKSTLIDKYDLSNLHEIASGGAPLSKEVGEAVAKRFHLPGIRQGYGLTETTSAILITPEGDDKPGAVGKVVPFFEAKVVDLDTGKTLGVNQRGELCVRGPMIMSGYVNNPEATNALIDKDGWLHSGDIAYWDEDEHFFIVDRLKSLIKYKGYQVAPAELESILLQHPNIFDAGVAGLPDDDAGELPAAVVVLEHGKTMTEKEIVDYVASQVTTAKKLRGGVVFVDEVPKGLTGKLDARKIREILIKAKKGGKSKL
#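 Inhibitors were tested against purified firefly luciferase in a biochemical, low-substrate format (both substrates at 10uM) and luminescence measured with a CCD imager.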
# SNCA viab count = cell viability loss counter-screen. HEK-293-SNCA-luc viability, GF-AFC fluorescence, 24 h. AID 1671193. 150,000 tested, 0.12% active. Potency, µM (highest dose often 57.1 µM), without a hit: at the top dose activity change, negative = cytotoxicity, most hits filed as cytotoxic;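 further: potency means the concentration at half of the fitted maximal effect; 0% = DMSO-treated cells and -100% = medium-only wells without cells; nearly all actives have a fitted effect of over 30% in size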
#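 Cytotoxicity counterscreen: after 24 h compound treatment of genome-edited SNCA-luciferase HEK-293 cells, live-cell protease substrate GF-AFC read by fluorescence after 30 min; activity scaled between DMSO (0%) and medium-only (-100%), curves Hill-fitted.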
# SNCA expr inh = SNCA gene expression inhibition; 140,000 tested, 0.17% active; Potency, µM (doses to about 57.2 µM), without a hit: top-dose activity change, negative = inhibition, usual class: inhibitors; AID 1671194; HEK-293 SNCA-luciferase knock-in, luminescence, 24 h;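 further: potency means the concentration at half of the fitted maximal effect; plate controls were DMSO cells for no effect and cell-free wells for full effect; nearly all actives have a fitted effect of over 45% in size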
# GPT2 inhibitor = inhibitors of human GPT2 alanine aminotransferase. Q8TD30. Recombinant GPT2, coupled pyruvate oxidase/HRP Amplex Red fluorescence. Potency, µM (series often up to 57.7 µM), for the others: at the top dose activity change, negative = inhibition, actives largely listed as inhibitors. 100,000 tested, 0.25% active; further: potency means the concentration at half of the fitted maximal effect; nearly all actives have a fitted effect of over 60% in size; many of its hits are not listed in these tables
#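 Fluorescence of coupled pyruvate oxidase/HRP/Amplex Red system (50uM Amplex, 30 min, dark) reports pyruvate formed by GPT2. Enzyme reaction: 10ng/uL GPT2, 2mM L-alanine, 250uM a-KG, 30 min room temperature, pH 7.5; 50uM AOA control.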
# HEK cytotox = HEK 293 cell cytotoxicity. HEK 293 viability, ATP luminescence (CellTiter-Glo), 48-72 h. Potency, µM (titrated, usually from 115 µM), for inactives: top-dose activity change, negative = cytotoxicity, actives largely listed as inhibitors. 94,000 tested, 6.6% active. AID 1345083; further: potency means the concentration at half of the fitted maximal effect; nearly all actives have a fitted effect of over 60% in size
#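 Read-out: CellTiter-Glo ATP luminescence. Cells: HEK 293, 250 cells/well. Exposure: 48 or 72 hr, 37 degree Celsius.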
# IP6K1 inhibitor = inhibitors of human IP6K1. activity change, % (series mostly up to about 58 µM). IP6K1 kinase, ADP-Glo luminescence, 2 h; stronger effect = lower value. AID 1645851. Q92551. 140,000 tested, 0.81% active; in the data active means activity change below about -25%
# Target sequence (Q92551 whole entry, looked up): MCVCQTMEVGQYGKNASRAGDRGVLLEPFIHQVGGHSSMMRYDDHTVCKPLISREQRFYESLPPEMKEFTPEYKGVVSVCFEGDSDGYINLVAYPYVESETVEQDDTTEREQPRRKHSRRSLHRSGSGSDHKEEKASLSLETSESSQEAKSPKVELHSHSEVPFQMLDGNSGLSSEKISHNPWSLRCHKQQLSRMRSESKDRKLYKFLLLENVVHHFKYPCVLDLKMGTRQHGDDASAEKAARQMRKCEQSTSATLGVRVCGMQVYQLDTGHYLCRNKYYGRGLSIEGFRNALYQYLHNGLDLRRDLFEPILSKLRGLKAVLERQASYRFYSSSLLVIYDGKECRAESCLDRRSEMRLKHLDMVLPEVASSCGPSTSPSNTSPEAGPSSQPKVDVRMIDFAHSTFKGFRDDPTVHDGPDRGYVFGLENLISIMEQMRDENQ
#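 ADP-Glo luminescence measures ADP made by human IP6K1 during a 2 h RT reaction with ATP/IP6 (mix at 1.3 mM/130 uM); top library doses 57.5 and 19.1 uM final.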
# 3T3 cytotox = kills NIH 3T3 cells; NIH 3T3 viability, CellTiter-Glo ATP luminescence, 48-72 h; Potency, µM (series often up to 96.7 µM), for inactives: top-dose activity change, negative = cytotoxicity, usual class: inhibitors; 94,000 tested, 4.3% active; AID 1345082; further: potency means the concentration at half of the fitted maximal effect; nearly all actives have a fitted effect of over 55% in size
#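 Cytotoxicity is measured as loss of cellular ATP: NIH 3T3 cells (400/well) are exposed to compound for 48 or 72 hr at 37 °C, then CellTiter-Glo luminescence is imaged after 10 min at room temperature.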
# An asterisk follows results filed as active; i = inactive; ? = inconclusive; · = no result given; [ ] = another dose, or the depositor's remark. Unless noted, the call rests on the fitted dose curve; in most records, active means well fitted curve in the direction sought with a large enough effect; inconclusive means small, poorly fitted or top-dose-only effect, or another doubt; inactive means no such curve, though single readings can be large; an effect the other way counts as inactive or inconclusive. Unless noted, on the % scale 0 is the no-effect control and ±100 the full control effect. An excerpt; the hit share may differ from the screen's.
entry | smiles | Luciferase inh | SNCA viab count | SNCA expr inh | GPT2 inhibitor | HEK cytotox | IP6K1 inhibitor | 3T3 cytotox
1 | CCC(=O)N1CCc2cn(C)c3cccc(c23)C1 | 6% | -12% | -1% | -3% | -1% | 12 | i
2 | COc1ccc(CCNC(=O)C2CCCN(Cc3cccc(-c4ccc(F)cc4F)c3)C2)cc1 (centres undefined) | · | -28% | ? | -1% | 10µM* | -14 | ?
3 | O=C1COCCN1C1CCN(S(=O)(=O)c2cccc(C(F)(F)F)c2)CC1 | · | -1% | -7% | i | 1% | -15 | 0%
4 | COc1ccc(CNc2nccc(CCC(F)(F)F)n2)cc1OC | 7% | 6% | -23% | -3% | ? | -13 | -24%
5 | O=C(c1cc(COc2c(F)cccc2F)on1)N1CCCCC1CCc1ccccc1 (centres undefined) | -1% | 10% | -12% | 4% | -16% | 8 | -25%
6 | Cc1c(CNCc2ccc(OC(C)C)cc2)c(C(=O)O)c(C)n1Cc1ccc(Cl)cc1 | · | -3% | 10% | · | · | 3 | ·
7 | CCCS(=O)(=O)c1nc(S(=O)(=O)c2ccc(C)cc2)c(NCC(C)C)s1 | · | -3% | ? | · | · | 35 | ·
8 | COc1cc2c(C(=O)N3CCN(c4cccc(C(F)(F)F)c4)CC3)cn(CC(C)C)c(=O)c2cc1OC | · | 2% | -9% | · | · | -7 | ·
9 | Cc1cc2ncc(C(=O)N3CCCn4nc(CCC(=O)O)cc4C3)c(=O)n2[nH]1 | 0% | -9% | 4% | -2% | -2% | -18 | i
10 | Cc1cnc(CC2CCCN(C(=O)C3CC3)C2)n1C(C)C (centres undefined) | 5% | 9% | -14% | i | i | -14 | 2%
11 | COCCNC(=O)c1ccc(OC2CCN(S(C)(=O)=O)CC2)c(Cl)c1 | 1% | -7% | -21% | 1%[11.5 µM] | -3% | -8 | -20%
12 | COc1cccc(C(=O)N2CCC(Oc3ncccc3C(=O)N3CCCCC3)C2)c1 (centres undefined) | -9% | 5% | -24% | i | -17% | -2 | ?
13 | Cc1ccc(OCC(=O)Nc2nonc2-c2ccc(Br)cc2)cc1 | · | 5% | -2% | · | · | -1 | ·
14 | NC(=O)[C@@H](Cc1c[nH]c2ccccc12)NC(=O)[C@@H]1C[C@@H](NS(=O)(=O)c2cccs2)CCN1C(=O)COCC(=O)O | 1% | 10% | 1% | 4% | 1% | -11 | 4%
15 | Cc1cccc(NS(=O)(=O)c2ccc3[nH]c(=O)ccc3c2)c1C | · | -2% | 22% | · | · | 11 | ·

# Three records picked at random from the list so far, as already listed:
entry | smiles | Luciferase inh | SNCA viab count | SNCA expr inh | GPT2 inhibitor | HEK cytotox | IP6K1 inhibitor | 3T3 cytotox
1 | CCC(=O)N1CCc2cn(C)c3cccc(c23)C1 | 6% | -12% | -1% | -3% | -1% | 12 | i
5 | O=C(c1cc(COc2c(F)cccc2F)on1)N1CCCCC1CCc1ccccc1 (centres undefined) | -1% | 10% | -12% | 4% | -16% | 8 | -25%
14 | NC(=O)[C@@H](Cc1c[nH]c2ccccc12)NC(=O)[C@@H]1C[C@@H](NS(=O)(=O)c2cccs2)CCN1C(=O)COCC(=O)O | 1% | 10% | 1% | 4% | 1% | -11 | 4%

# Carrying on.
entry | smiles | Luciferase inh | SNCA viab count | SNCA expr inh | GPT2 inhibitor | HEK cytotox | IP6K1 inhibitor | 3T3 cytotox
16 | COCC(=O)N1CCC(Cc2ccc(C(N)=O)cc2)CC1 | 0% | 6% | -18% | i | -1% | 9 | -5%
17 | CC1(C)CC[C@]2(C(=O)O[C@@H]3O[C@H](CO[C@@H]4O[C@H](CO)[C@@H](O)[C@H](O)[C@H]4O)[C@@H](O)[C@H](O[C@@H]4O[C@H](CO)[C@@H](O)[C@H](O)[C@H]4O)[C@H]3O)CC[C@]3(C)C(=CCC4[C@@]5(C)CC[C@H](O[C@@H]6OC[C@@H](O)[C@H](O)[C@H]6O)[C@@](C)(C(=O)O)C5CC[C@]43C)[C@@H]2C1 (some centres undefined) | · | -6%[12.5 µM] | · | i | · | -13 | ·
18 | CN(CCc1noc(C2CN(Cc3ccc(F)c(F)c3)C2)n1)C(=O)C1CC1 | 4% | -7% | -26% | 2% | ? | -10 | ?
19 | COc1cccc2c1cc1c(=O)n(CC(=O)N3CCN(c4ccccc4)CC3)nc(C)n12 | · | -5% | 2% | · | · | -19 | ·
20 | Cc1ccsc1C(=O)N1CCC2(CC1)N(C)C(=O)CS2(=O)=O | 6% | -1% | 11% | i | -4% | 13 | -7%
21 | CCc1nc(-c2c3n(c(=O)n(CC(=O)Nc4cccc(Cl)c4C)c2=O)CCCC3)no1 | 8% | -5% | 37%[activator] | i | 16% | 7 | i
22 | COc1ccc(-c2cccc(C(=O)N3CCCC3)c2)nn1 | · | · | · | · | -20%[172 µM] | 10 | -28%[138 µM]
23 | CCCc1noc(-c2ccn3c(CNC(=O)CCC4CCCC4)nnc3c2)n1 | -1% | 0% | -2% | i | -6% | 16 | -8%
24 | CN(C)c1ccc(C(=O)N[C@H]2CO[C@H]3[C@@H]2OC[C@@H]3n2cc(-c3ccccn3)nn2)cc1 | ? | 5%[87.6 µM] | -6%[87.6 µM] | i | ? | -2 | -20%[138 µM]
25 | COc1cccc(CNC(=O)C2Cn3cccc3C(=O)N2Cc2ccccc2)c1 (centres undefined) | 4% | -4% | 3% | 0% | ? | -3 | -24%
26 | Cc1cc(C)cc(-n2c(C)nc3cc(C(=O)NCc4ccccc4Cl)ccc32)c1 | · | -15% | ? | · | · | 30 | ·
27 | Cc1nc2cc(-c3nc(CC4CCN(C)CC4)nn3CCO)ccc2s1 | -3% | 7% | -8% | 5% | -22% | 2 | -12%
28 | Cc1cccc(NC(=O)Cn2c(C)cc3nc4n(c(=O)c32)CCCCC4)c1C | -3% | -22% | -6% | 1% | -13% | -9 | -28%
29 | CC(C)c1noc(-c2cn(C3CCN(C(=O)c4ccc[nH]4)C3)nn2)n1 (centres undefined) | -13% | 4% | -1% | -9% | 0% | 7 | -11%
30 | CCOC(=O)Cc1ccc(NC(=O)NCc2c(-n3cccc3)sc3c2CCCC3)cc1 | · | 1% | ? | · | · | 7 | ·
31 | O=C(CC1C(=O)N(c2ccccc2)C(=O)N1Cc1ccc2c(c1)OCO2)Nc1ccccc1 (centres undefined) | · | 12% | 8% | · | · | -1 | ·
32 | COc1ccc(-n2c(-c3cccc(F)c3)nc3c(cnn3-c3ccc(C)cc3)c2=O)cc1 | · | 5% | -18% | · | · | 19 | ·
33 | COc1ccc(CN2C=C(C(=O)OCc3nc(-c4cccs4)no3)C(C)=NS2(=O)=O)cc1 | -12% | 7% | -1% | i | ? | 11 | -24%
34 | O=c1c(S(=O)(=O)c2ccccc2)cn(Cc2ccccc2)c2cc(N3CCOCC3)c(F)cc12 | · | -26% | -12% | · | · | 18 | ·
35 | Cc1nc(NCCc2nc3ccccc3n2C)cc(C2CC(O)C2)n1 (centres undefined) | -8% | 21% | 25% | i | 1% | 0 | -8%
36 | Cc1cccc(CNC(=O)c2ccc(N3Cc4ccccc4Oc4ncccc43)s2)c1 | · | -14% | 3% | · | · | 9 | ·
37 | O=C1C(c2c(O)[nH]c3ccccc23)=Nc2ccccc21 | · | -11%[23.9 µM] | -23% | -9%[27.3 µM] | · | -16 | ·
38 | CCOC(=O)c1cccc(NC(=O)Nc2ccc3c(c2)N(C)C(=O)c2ccccc2S3)c1 | · | 2% | ? | · | · | -7 | ·
39 | CCOC(=O)c1cccnc1N1C[C@H]2OC(=O)N(Cc3ccccn3)[C@H]2C1 | -7% | 12% | 26% | i | -21% | 17 | -8%
40 | COc1ccc(F)cc1-c1ccc(C(=O)NCCCn2ccnc2C(C)C)cn1 | -9% | -3% | -15% | -31% | ? | 7 | ?
41 | N#C/C(=C\c1ccccc1)c1nc(-c2cc3cc(Br)ccc3oc2=O)cs1 | · | -15% | 4% | · | · | 18 | ·
42 | Cc1ccc(C(=O)N2CCCC2C(=O)N2CCC(c3nc4ccncc4[nH]3)C2)cc1 (centres undefined) | · | -6% | -14% | 4% | -1% | 11 | -8%
43 | CCOC(=O)c1oc2ccc(S(=O)(=O)N3CCC(c4noc(C5CC5)n4)C3)cc2c1C (centres undefined) | 1% | 6% | 0% | -4% | ? | -2 | ?
44 | COc1ccccc1NC(=O)C1=C(C)Nc2nc(SCc3cc(C)ccc3C)nn2C1c1ccccc1 (centres undefined) | · | 0% | -3% | · | · | 0 | ·
45 | Cc1ccc(C)c(NC(=O)Cn2ccn3nc(-c4ccc(F)cc4)c(CO)c3c2=O)c1 | 8% | 0% | -12% | i | 0% | 0 | i

# Taken from above.
# For SNCA expr inh, O=C(CC1C(=O)N(c2ccccc2)C(=O)N1Cc1ccc2c(c1)OCO2)Nc1ccccc1 (centres undefined) reads 8%
# For SNCA viab count, COc1ccc(CN2C=C(C(=O)OCc3nc(-c4cccs4)no3)C(C)=NS2(=O)=O)cc1 reads 7%
# For IP6K1 inhibitor, COc1ccc(-n2c(-c3cccc(F)c3)nc3c(cnn3-c3ccc(C)cc3)c2=O)cc1 reads 19
# For SNCA viab count, O=c1c(S(=O)(=O)c2ccccc2)cn(Cc2ccccc2)c2cc(N3CCOCC3)c(F)cc12 reads -26%
# For 3T3 cytotox, CCOC(=O)c1cccnc1N1C[C@H]2OC(=O)N(Cc3ccccn3)[C@H]2C1 reads -8%
# For SNCA expr inh, N#C/C(=C\c1ccccc1)c1nc(-c2cc3cc(Br)ccc3oc2=O)cs1 reads 4%

# Other structures.
entry | smiles | Luciferase inh | SNCA viab count | SNCA expr inh | GPT2 inhibitor | HEK cytotox | IP6K1 inhibitor | 3T3 cytotox
46 | COc1ccc(NC(=O)c2sc3nc(C)c(C(=O)Nc4ccc(C)cc4C)c(-c4ccccc4Cl)c3c2N)cc1 | · | ? | -5% | · | · | 6 | ·
47 | Cc1cccc(OCC(=O)N2CCC3(CC2)N(C)C(=O)CS3(=O)=O)c1 | 0% | 4% | -4% | i | -4% | -1 | -22%
48 | COc1ccc2oc(-c3ccc(C)c(NC(=O)COc4cc(C)cc(C)c4)c3)nc2c1 | · | -9% | 3% | · | · | 11 | ·
49 | CCc1cnc(C2CCN(C(=O)OC(C)(C)C)CC2)[nH]1 | · | -18%[87.6 µM] | -20%[87.6 µM] | i | -22%[172 µM] | 5 | -18%[138 µM]

# Bioassay records deposited in PubChem by National Center for Advancing Translational Sciences (NCATS).
